RAD54 inh = inhibitors of human RAD54 branch migration. Q92698. RAD54 Holliday junction branch migration, FAM/BHQ fluorescence. inhibition, % at 10.4 µM. 360,000 compounds, 0.14% hits. AID 602329;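 active = mean normalized replicate activity at least 40 and at least half of replicates scoring 40 or more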;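 also: 0% = median of neutral control wells and 100% = median of positive control wells; inhibitors cause a drop in the FAM fluorescence signal; in these data hits start at about 50%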
Target sequence (Q92698 whole entry, looked up): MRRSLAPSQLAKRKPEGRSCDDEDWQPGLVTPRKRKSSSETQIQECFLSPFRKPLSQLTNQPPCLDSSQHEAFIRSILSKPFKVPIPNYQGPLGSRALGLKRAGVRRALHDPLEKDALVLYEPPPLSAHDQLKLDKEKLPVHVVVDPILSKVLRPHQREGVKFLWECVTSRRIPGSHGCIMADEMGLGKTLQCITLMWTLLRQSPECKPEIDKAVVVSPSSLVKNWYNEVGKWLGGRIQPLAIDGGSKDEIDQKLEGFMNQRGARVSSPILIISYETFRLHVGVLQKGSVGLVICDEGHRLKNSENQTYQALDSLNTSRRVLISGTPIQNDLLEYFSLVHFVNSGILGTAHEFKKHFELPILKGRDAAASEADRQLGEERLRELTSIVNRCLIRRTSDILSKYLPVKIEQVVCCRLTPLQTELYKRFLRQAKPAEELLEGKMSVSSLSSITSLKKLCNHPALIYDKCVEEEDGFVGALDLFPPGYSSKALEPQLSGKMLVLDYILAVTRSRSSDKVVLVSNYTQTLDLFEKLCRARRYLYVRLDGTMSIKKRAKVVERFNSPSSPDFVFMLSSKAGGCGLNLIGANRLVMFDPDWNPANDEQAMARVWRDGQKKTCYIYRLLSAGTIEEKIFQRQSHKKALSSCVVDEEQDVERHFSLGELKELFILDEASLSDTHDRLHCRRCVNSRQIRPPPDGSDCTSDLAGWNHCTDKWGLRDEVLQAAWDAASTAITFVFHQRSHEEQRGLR
RAD52 inh = RAD52 (human) annealing inhibition; P43351; recombinant RAD52 DNA annealing, FRET fluorescence; inhibition, % at 18.7 µM; 360,000 compounds, 0.46% hits; AID 651710;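 active = every replicate showing at least 50% inhibition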
E-sel inducer = E-selectin induction on HUVECs; HUVEC E-selectin immunofluorescence imaging; normalized: neutral wells 0, TNF-alpha wells 100; activation, % at 7.58 µM; 260,000 compounds, 0.37% hits; AID 686992;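 active = mean E-selectin-positive cell signal at least 10% of the positive control, reached in at least 60% of replicates, without over 20% cell loss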;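 also: in these data hits start at about 27%; measured in HUVEC primary endothelial cells; signal is the percent of cells scored E-selectin positive by PE staining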
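Test system: HUVEC; input: 3,000 HUVEC/well; measured by: immunofluorescence imaging; read-out: % PE-positive cells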
PGC1a acetyl inh = lowers PGC1a acetylation signal in U2OS cells; AlphaScreen anti-acetyl-lysine; with virally co-expressed GCN5 acetyltransferase; inhibition, % at 15.6 µM; 350,000 compounds, 0.17% hits; AID 651687;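 active = every replicate shows inhibition of at least 40%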;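 also: 0% = neutral control wells and 100% = positive control wells; some results beyond the cut were filed as inactive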
miR122 inh = blocks miR-122 activity in Huh7 sensor cells; Huh7 miR-122 Renilla luciferase sensor, 48 h; neutral wells = 0, positive control = 100; activation (reporter increase), % at 12.5 µM; 340,000 compounds, 0.3% hits;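 active = mean replicate activation score at least 90 and every replicate individually at or above 90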;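 also: higher luciferase means less miR-122 activity so hits act as miR-122 inhibitors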
PglD DTNB = PglD (C. jejuni) enzyme inhibition. purified PglD enzyme, DTNB colorimetric CoA detection. inhibition, % at 12.5 µM. 360,000 compounds, 0.098% hits. AID 602405; in the data active = inhibition above about 16%, passing the limit was not always enough; also: strong numbers were not always called active
Cneo AK release = Cryptococcus neoformans lysis via adenylate kinase release | lysis activity, % at 15 µM | 360,000 compounds, 0.2% hits | C. neoformans lysis, adenylate kinase release luminescence, 4 h; normalised: neutral wells 0, clomiphene wells 100;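 active = mean lysis activity across replicates of at least 80%, whatever share of replicates individually reach that level; inactive = mean lysis activity below 80%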
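Material: C. neoformans cells | Amount: Yeast cell density of 5 × 10^6 cells/mL | Medium: Fresh YPD growth medium | Dosing: Single dose | Times: Static 4 h at 37 °C with compound, 1 h detection | Detection: AK luminescence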
ERAP1 inh = ERAP1 (human) enzyme inhibition; Q9NZ08; recombinant ERAP1, Leu-AMC fluorescence, 60 min; inhibition, % at 10.7 µM; 340,000 compounds, 0.15% hits; AID 652197;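 active = mean replicate inhibition of at least 30%, or all replicates individually reaching that 30% level; inactive = mean below 30% and not every replicate reaching it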;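 also: 0% = neutral control wells and 100% = L-leucinethiol positive control wells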
Starred values were filed as active, the others as inactive; . = no result given; [ ] = remark or other dose. Rows were taken by chance; any-hit rate near 1.4%.

SMILES	RAD54 inh	RAD52 inh	E-sel inducer	PGC1a acetyl inh	miR122 inh	PglD DTNB	Cneo AK release	ERAP1 inh
N#CCSc1nc2ccccc2c(=O)n1CC1CCCC1	0	-13	.	.	20	1	3	-2
CO[C@H]1CN(C)C(=O)c2cc(NC(=O)c3nc4ccccc4s3)ccc2OC[C@@H](C)N(Cc2cncnc2)C[C@@H]1C	8	5	0.8	-7	.	3	-5	.
CCCN1CCN(CC(=O)Nc2nc3ccccc3s2)CC1	-4	-11	.	.	-4	-5	1	-2
COc1ccc(C2CC(=O)c3cnc(N)nc3C2)c(OC)c1 (stereo not given)	-2	.	.	-1	-6	6	0	.
O=C(NCc1ccco1)c1ccc(Cn2c(=O)c3sccc3n(Cc3cccc(F)c3)c2=O)cc1	4	-31	.	-14	-3	-4	1	0
CC(C)(C)OC(=O)NCCCCCNC(=O)c1[nH]cnc1C(=O)N[C@@H](Cc1ccccc1)C(=O)OC(C)(C)C	0	.	.	7	5	1	1	.
O=C1CSC(=S)N1c1cccc(O)c1	-13	-79	0.1	7	-3	-4	1	-1
O=C(COC(=O)c1n[nH]c2ccccc12)NC(=O)NC1CCCCC1	-4	-6	.	7	2	2	-1	-3
Clc1cc(Cl)cc(Nc2ncn[nH]2)c1	-1	1	.	-4	11	0	.	0
O=C1CC(N2CCC(c3nc4ccccc4o3)CC2)C(=O)N1c1ccc(Cl)c(C(F)(F)F)c1 (stereo not given)	-4	.	.	.	-5	-1	0	.

Next section, overlapping the part above by 6 compounds.
SMILES	RAD54 inh	RAD52 inh	E-sel inducer	PGC1a acetyl inh	miR122 inh	PglD DTNB	Cneo AK release	ERAP1 inh
O=C(NCc1ccco1)c1ccc(Cn2c(=O)c3sccc3n(Cc3cccc(F)c3)c2=O)cc1	4	-31	.	-14	-3	-4	1	0
CC(C)(C)OC(=O)NCCCCCNC(=O)c1[nH]cnc1C(=O)N[C@@H](Cc1ccccc1)C(=O)OC(C)(C)C	0	.	.	7	5	1	1	.
O=C1CSC(=S)N1c1cccc(O)c1	-13	-79	0.1	7	-3	-4	1	-1
O=C(COC(=O)c1n[nH]c2ccccc12)NC(=O)NC1CCCCC1	-4	-6	.	7	2	2	-1	-3
Clc1cc(Cl)cc(Nc2ncn[nH]2)c1	-1	1	.	-4	11	0	.	0
O=C1CC(N2CCC(c3nc4ccccc4o3)CC2)C(=O)N1c1ccc(Cl)c(C(F)(F)F)c1 (stereo not given)	-4	.	.	.	-5	-1	0	.
Cc1ccc[n+](CC(=O)Nc2c(Cl)cc(Cl)cc2Cl)c1	-2	-13	-0.5	-3	-5	1	-7	-5
c1ccc(-c2ccc3c(n2)CCCO3)cc1	4	.	0.1	5	-1	1	1	.
Cc1oc(-c2cc(F)cc(F)c2)nc1CN1CCN(C(=O)c2ccco2)CC1	5	0	.	-15	-9	0	0	1
CC(C)NC(=O)c1ccccc1NC(=O)Cc1ccc(Br)cc1	-1	-31	-0.3	-5	11	2	0	-3
O=S(=O)(c1ccccc1)n1ccc2cccnc21	1	.	.	-6	2	-6	2	.
COc1ccccc1-n1c(=O)[nH]c2c(C(N)=O)nc(-c3cccnc3)nc21	0	-66	-0.3	6	-5	-1	0	.
OC[C@@H]1[C@H](c2ccc(C#CC3(O)CCCC3)cc2)[C@@H]2CN(Cc3cncnc3)CCCCN12	2	-5	-0.3	6	8[16.7 µM]	-1	-3	-4
CC(C)NC(=O)N(C)C[C@@H]1Oc2ncc(C#CCN(C)C)cc2C(=O)N([C@H](C)CO)C[C@@H]1C	0	-19	0.0	-2	2[16.7 µM]	0	6	0
Cc1ccc(C(=O)c2coc3ccc(O)c(CN4CCN(C)CC4)c23)cc1	-5	.	.	.	7	-5	12	.
CCOC(=O)c1ccccc1NC(=O)CSc1nncn1C	.	-13	3.9	4	-3	.	.	5

Grouped by structure, the entries above containing a halogen
SMILES	RAD54 inh	RAD52 inh	E-sel inducer	PGC1a acetyl inh	miR122 inh	PglD DTNB	Cneo AK release	ERAP1 inh
O=C(NCc1ccco1)c1ccc(Cn2c(=O)c3sccc3n(Cc3cccc(F)c3)c2=O)cc1	4	-31	.	-14	-3	-4	1	0
Clc1cc(Cl)cc(Nc2ncn[nH]2)c1	-1	1	.	-4	11	0	.	0
O=C1CC(N2CCC(c3nc4ccccc4o3)CC2)C(=O)N1c1ccc(Cl)c(C(F)(F)F)c1 (stereo not given)	-4	.	.	.	-5	-1	0	.
Cc1ccc[n+](CC(=O)Nc2c(Cl)cc(Cl)cc2Cl)c1	-2	-13	-0.5	-3	-5	1	-7	-5
Cc1oc(-c2cc(F)cc(F)c2)nc1CN1CCN(C(=O)c2ccco2)CC1	5	0	.	-15	-9	0	0	1
CC(C)NC(=O)c1ccccc1NC(=O)Cc1ccc(Br)cc1	-1	-31	-0.3	-5	11	2	0	-3

More results.
SMILES	RAD54 inh	RAD52 inh	E-sel inducer	PGC1a acetyl inh	miR122 inh	PglD DTNB	Cneo AK release	ERAP1 inh
COc1ccc(S(=O)(=O)N2CCN(Cc3cc4c(cc3Br)OCCO4)CC2)cc1	-9	-22	-0.4	-19	-2	-8	-1	-1
CC(=O)C1=C(O)C(=O)N(c2ccccn2)C1c1ccc(C)cc1 (stereo not given)	1	-20	0.1	-15	.	-3	0	1
O=C1CC(c2ccccc2)CC(O)=C1C=NC1CCCCCC1 (stereo not given)	0	.	.	8	1	5	2	.
O=C1[C@@H]2Cc3c([nH]c4ccccc34)C(c3ccc(Cl)cc3)N2C(=O)CN1CCO (stereo not given in full)	-25	-16	0.3	4	63	2	1	5
COCC(=O)N[C@H]1CC[C@H](CC(=O)NCc2ccc(Cl)cc2)O[C@H]1CO	9	-9	-0.3	2	.	-3	3	2
C/C(=C\c1cccc(Cl)c1Cl)C(=O)c1c(C)cc(C)[nH]c1=O	-7	-8	.	.	2	0	-1	3
COCCCNC(=O)Cc1ccccc1OC	-11	-2	.	.	.	2	2	2
CS(=O)(=O)Nc1ccc2c(c1)[C@@H]1C[C@@H](CC(=O)NCCN3CCCCC3)O[C@H](CO)[C@@H]1O2	-9	-6	0.4	-6	-1[16.7 µM]	7	-6	0
CCOc1ccc(NC(=O)c2ccc3c(c2)OCCO3)cc1S(=O)(=O)N(CC)CC	-4	-23	0.6	3	9	-2	0	2
O=[N+]([O-])c1cc(S(=O)(=O)N2CCCC2)ccc1OCCOc1ccccc1	12	-10	2.7	13	3	1	-1	-4
CN(CC(=O)Nc1cccc(F)c1)C(=O)c1cccc2ccccc12	-8	-8	.	3	17	-1	-2	-1
CC1(C)C(C=C(Cl)Cl)C1C(=O)OCc1cccc(Oc2ccccc2)c1 (stereo not given)	-4	-2	3.0	3	-4	1	-1	1
O=C(CSC1CC(=O)N(CCc2ccccc2)C1=O)Nc1cccc(Cl)c1 (stereo not given)	0	.	.	.	2	1	2	.
COc1ccc(NC(=O)c2cc3ccccn3n2)cc1	1	-6	-0.5	.	.	-2	-4	0
CN(C)CCCn1c2c3ccccc3ccc2c2oc(=O)c3ccccc3c21	.	64*	0.1	-10	-15	.	.	-17
CC1=CC(=O)[C@@H](OC(=O)Nc2ccc(C)cc2)[C@@H](c2ccccc2Br)N1C	9	-1	0.1	-18	1	-5	4	-1
O=C(CN1CCOCC1)N1CC2(C1)[C@H](c1ccccc1)[C@H](CO)N2Cc1ccc(F)cc1	.	-17	-0.2	7	.	.	.	-3
COc1ccc(OC(C)C(=O)NC2CCCCCCC2)cc1 (stereo not given)	-4	-10	-0.3	.	.	4	-2	3
CCOC(=O)C(C(=O)NCc1ccc(F)cc1)c1ncc(C(F)(F)F)cc1Cl (stereo not given)	1	.	.	-10	-4	2	-2	.
CC(=O)Nc1cccc(NC(=O)CS(=O)(=O)c2cn(CC(=O)N3CCCC3)c3ccccc23)c1	2	1	-0.2	-3	7	-1	2	1
C[C@@H]1CN([C@H](C)CO)C(=O)c2cccc(NS(=O)(=O)c3ccc(F)cc3)c2O[C@@H]1CN(C)C(=O)Nc1ccccc1	6	-4	-0.3	6	0[16.7 µM]	-2	-2	1
CC(=O)NC1(C(F)(F)F)C(=O)NC(C)=C1C#N (stereo not given)	-14	.	.	.	-2	2	2	.
C[C@@H]1CN([C@@H](C)CO)C(=O)Cc2cc(NC(=O)Cc3cn(C)c4ccccc34)ccc2O[C@H]1CN(C)S(=O)(=O)c1ccccc1	4	-4	-0.1	-15	-2[16.7 µM]	0	-3	-1
COc1ccc(NC(=O)N(C)C[C@H]2OCCCC[C@@H](C)Oc3ccc(NC(=O)NC(C)C)cc3C(=O)N([C@H](C)CO)C[C@H]2C)cc1	-1	4	0.1	-5	0[16.7 µM]	0	0	-1
CC1CCCCN1CCNC(=O)C1CCCN(c2ncnc3c2nc2n3CCCCC2)C1 (stereo not given)	8	-26	4.0	-11	6	-3	-2	1
Nc1nonc1-c1nc2ccccc2[nH]1	-4	.	.	-20	-1	-1	0	.
Cc1cc(C)n(CC(=O)n2c3c(c4ccccc42)CCCC3)n1	-1	.	.	-1	-3	-7	1	.
CCN(CC)S(=O)(=O)c1cc([N+](=O)[O-])ccc1NNC(=O)Nc1ccc(F)cc1	4	.	.	4	15	-2	0	.
COC(=O)C1CCN(S(=O)(=O)CCNC(=O)c2ccccc2)CC1	6	-6	0.1	8	2	1	1	-1
COC(=O)c1ccc(C)cc1	0	-10	.	-12	-5	-3	-3	2
COc1ccc2c(Cl)c(-c3nnc(SCC(N)=O)n3C)sc2c1	16	6	.	-2	-7	-5	3	.
O=C(c1nc2ccccc2[nH]1)c1ccccc1[N+](=O)[O-]	-16	-18	4.5	-3	0	5	1	.
Oc1ccccc1C1=NN(c2ccccc2)C(c2ccccc2)C1 (stereo not given)	0	-6	0.9	.	.	-3	2	-4
COc1ccc(C2(C(=O)NCCc3ccccc3)CCCC2)cc1OC	12	.	.	-8	0	-8	0	.
CN(C)c1nc(Nn2cnnc2)nc(N(C)C)n1	.	-8	-0.6	8	-9	.	.	.
COc1ccc(C2CC(c3ccc4ccccc4c3OC(C)=O)=NN2C(=O)/C=C/c2ccccc2)cc1 (stereo not given)	-12	-8	-2.9	2	2	-13	-1	4
COc1ccccc1N1CCN(C(=O)CCNC(=O)Cn2ccc3ccccc3c2=O)CC1	6	-9	.	-2	-5	-3	1	-3
Cc1ccc(S(=O)(=O)NC(CC(=O)O)c2ccco2)cc1 (stereo not given)	2	-18	.	8	-2	-5	3	-2
CCCNC(=O)C1(C)CCCN(Cc2cc(-c3ccccc3)n(C)n2)C1 (stereo not given)	4	-8	0.0	.	3	-2	-1	0
N#Cc1nc(-c2ccco2)oc1NCCN1CCOCC1	2	.	.	-6	-1	1	1	.
O=C(NCc1ccccn1)c1ccc(OC2CCN(Cc3cccs3)CC2)cc1	-9	-11	-0.1	17	.	1	14	-2
COc1ccc(S(=O)(=O)CCC(=O)N2CC(=O)N(CCc3ccccc3)C(=O)C2)cc1	1	.	.	-1	0	5	1	.

Marked active in RAD52 inh (from the list above):
molecule	RAD52 inh	PGC1a acetyl inh	miR122 inh	PglD DTNB	ERAP1 inh
CN(C)CCCn1c2c3ccccc3ccc2c2oc(=O)c3ccccc3c21	64*	-10	-15	.	-17

Screening results as filed in PubChem BioAssay.
